HCMV inh: inhibitors of human cytomegalovirus; HFF cells, HCMV-luciferase reporter, 72 h; stronger effect = lower value; activity change, negative = inhibition, % at 57.5 µM; 410,000 tested, 4.5% active; in the data active means activity change below about -60%; inconclusive means no clear call, values can overlap the other calls; inactive means above about -39%
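Steps: HFFs plated, 16 h 37C; compounds added; HCMV-luciferase added to MOI 1 PFU/cell; 72 h 37C; OneGlo reagent, 5 min room temperature; luminescence read, normalized to controls.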
AmpC inh detg: inhibitors of E. coli AmpC beta-lactamase with detergent; 370,000 tested, 0.041% active; P00811; AmpC hydrolysis of nitrocefin, absorbance 480 nm, 0.01% Triton; Potency, µM (doses to about 114 µM), for the others: at the highest dose activity change, negative = inhibition, hits mostly inhibitors;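 further: potency means the concentration at half of the fitted maximal effect; 0% = no-compound wells and -100% = no-enzyme wells; nearly all actives have a fitted effect of over 25% in size; some results filed as inactive show a strong effect at the top dose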
Target sequence (P00811 whole entry, looked up): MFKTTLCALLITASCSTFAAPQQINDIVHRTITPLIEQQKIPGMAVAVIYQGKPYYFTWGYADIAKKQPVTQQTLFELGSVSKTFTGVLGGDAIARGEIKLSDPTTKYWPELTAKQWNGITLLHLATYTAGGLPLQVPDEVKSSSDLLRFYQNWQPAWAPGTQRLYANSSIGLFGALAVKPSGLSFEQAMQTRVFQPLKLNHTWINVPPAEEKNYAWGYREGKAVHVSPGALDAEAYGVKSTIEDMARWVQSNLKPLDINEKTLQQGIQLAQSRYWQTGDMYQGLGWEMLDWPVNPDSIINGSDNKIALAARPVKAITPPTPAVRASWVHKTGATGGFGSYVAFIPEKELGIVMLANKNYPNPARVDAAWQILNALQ
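20 mM phosphate pH 7.0 + 0.01% (detergent screen) or 0.0001% Triton X-100; 5.3 nM AmpC reagent; cpd preinc 15 min RT; nitrocefin (800 uM stock) to start; A480 q20 s × 4 min; Activity was normalised to no-enzyme and no-compound control wells.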
AMA1 RON2 block: disrupts binding of P. falciparum AMA1 to RON2; Potency, µM (highest dose often 58.2 µM), without a hit: at the highest dose activity change, negative = inhibition, actives largely listed as inhibitors; AlphaScreen AMA1-biotinylated RON2 peptide binding; 360,000 tested, 0.2% active;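 further: potency means the concentration at half of the fitted maximal effect; 0% = vehicle wells and -100% = peptide control; nearly all actives have a fitted effect of over 45% in size; some results filed as inactive show a strong effect at the top dose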
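AMA1 (3D7) with his tag at 25 nM final met compounds first, then biotinylated RON2 peptide at 25 nM; detection used donor plus acceptor beads, 10 µg/mL apiece, read by AlphaScreen after 30 min at room temperature.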
LmPK inhibitor: inhibitors of Leishmania mexicana pyruvate kinase | Q27686 | AID 1721 | Potency, µM (top dose mostly 57.5 µM), for inactives: at the highest dose activity change, negative = inhibition, usual class: inhibitors | purified LmPK, Kinase-Glo ATP luminescence, 1 h | 290,000 tested, 0.37% active; further: potency means the concentration at half of the fitted maximal effect
Target sequence (Q27686 whole entry, looked up): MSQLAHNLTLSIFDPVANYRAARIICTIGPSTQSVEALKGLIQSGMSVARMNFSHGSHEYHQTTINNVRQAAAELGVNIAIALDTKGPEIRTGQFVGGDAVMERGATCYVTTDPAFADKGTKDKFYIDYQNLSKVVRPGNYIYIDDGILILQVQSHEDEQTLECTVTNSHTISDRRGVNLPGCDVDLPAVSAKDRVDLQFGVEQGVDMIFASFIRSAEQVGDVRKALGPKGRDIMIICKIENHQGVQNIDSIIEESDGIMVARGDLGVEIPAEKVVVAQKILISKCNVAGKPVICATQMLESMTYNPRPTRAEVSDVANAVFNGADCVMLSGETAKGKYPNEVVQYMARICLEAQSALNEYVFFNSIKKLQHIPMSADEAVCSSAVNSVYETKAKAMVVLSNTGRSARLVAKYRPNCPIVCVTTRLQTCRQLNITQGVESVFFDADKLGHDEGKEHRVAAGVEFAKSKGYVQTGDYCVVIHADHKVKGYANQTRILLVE
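Screened at intermediate enzyme activity to detect both inhibitors and activators: LmPK at 0.1 nM, with a 0.5 nM enzyme column as activation reference. PEP 0.5 mM, ADP 0.1 mM; ATP detected by luminescence after 1 h.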
HCV inhibitor: HCV inhibition; Huh7.5.1 HCVcc-Cre infection, luciferase reporter, 44 h; Potency, µM (titrated, usually from 41.8 µM), for the others: at the top dose activity change, negative = inhibition, usual class: inhibitors; 340,000 tested, 3.4% active; further: potency means the concentration at half of the fitted maximal effect
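1,000 cells/well; 4 h culture; + compound; + HCVcc-Cre (~0.5 moi); 44 h; luciferase substrate, RT 15 min; read 15 sec.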
AmpC no deterg: AmpC beta-lactamase inhibition without detergent. AmpC nitrocefin hydrolysis, absorbance 480 nm, 0.0001% Triton. Potency, µM (doses to about 57.1 µM), without a hit: top-dose activity change, negative = inhibition, most hits filed as inhibitors. 330,000 tested, 0.52% active. P00811. AID 485341;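 further: potency means the concentration at half of the fitted maximal effect; plate controls were no compound for no effect and no enzyme for full effect; nearly all actives have a fitted effect of over 20% in size; some results filed as inactive show a strong effect at the top dose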
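20 mM phosphate pH 7.0 + 0.01% (detergent screen) or 0.0001% Triton X-100; 5.3 nM AmpC reagent; cpd preinc 15 min RT; nitrocefin (800 uM stock) to start; A480 q20 s × 4 min; Activity was normalised to no-enzyme and no-compound control wells.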
Tb PYK inh: inhibitors of Trypanosoma brucei pyruvate kinase. Q57TT1. TbPYK enzyme, Kinase-Glo Plus ATP luminescence, 45 min. Potency, µM (series often up to 76.8 µM), for the others: at the highest dose activity, negative = inhibition, most hits filed as inhibitors. 410,000 tested, 0.12% active; further: potency means the concentration at half of the fitted maximal effect; nearly all actives have a fitted effect of over 50% in size
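TbPYK + substrate in 50 mM TEA pH 7.2, 100 mM KCl, 10 mM MgCl2, 0.05% BSA, 0.01% Tween-20; cpd pinned; ADP 130 uM final; 45 min RT; Kinase-Glo Plus 10 min; luminescence endpoint.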
The depositor's hits bear a star; ? = inconclusive; . = not tested or not shown; & = joins results of further samples; [ ] = another dose, or the depositor's remark. Unless noted, the call rests on the fitted dose curve; in most records, active means well fitted curve in the direction sought with a large enough effect; inconclusive means small, poorly fitted or top-dose-only effect, or another doubt; inactive means no such curve, though single readings can be large; an effect the other way counts as inactive or inconclusive. Unless noted, on the % scale 0 is the no-effect control and ±100 the full control effect.

SMILES	HCMV inh	AmpC inh detg	AMA1 RON2 block	LmPK inhibitor	HCV inhibitor	AmpC no deterg	Tb PYK inh
O=C(NCc1ccco1)/C(=C/c1ccco1)NC(=O)c1ccc(Br)o1	-9	-8%	11%	4%	?	-34%	4%
COc1ccccc1CNC(=O)COc1ccc(C)cc1	8	4%	16%	1%	-11%	-6%	3%
CCOc1ccc(C(=O)NCC(=O)NCCCn2nc(C)cc2C)cc1OCC	11	1%	-10%	-5%	.	25%	-3%
COc1ccc(CNS(=O)(=O)c2cc3c4c(c2)CCN4C(=O)CC3)cc1	-1&-19	-2%&-4%	23%	.	11%	-16%	1%&-3%
CC(C)(C)C(=O)Nc1ncccc1C(O)c1cccc(C(F)(F)F)c1 (configuration not stated)	8	7%	10%	12%	15%	15%	5%
C=Cn1cc(CNC[C@H]2O[C@@H](n3ccc(N)nc3=O)[C@H](O)[C@@H]2O)c(C)n1	-5	.	-1%	.	.	.	-4%
CN(C)c1ccc(-c2noc(C3CC(=O)N(c4ccc5c(c4)OCCO5)C3)n2)cc1 (configuration not stated)	5	8%	.	.	.	.	-3%
C=CCNC(=O)c1c(CSc2ccccc2)noc1C(=O)NCc1ccccc1	-2	-1%	18%	11%	-22%	-29%	-1%
COc1cc2c3c(c1OC)-c1cc4c(cc1CC3(C#N)N(C(=O)c1ccccc1)CC2)OCO4 (configuration not stated)	163	.	-21%	.	?	.	-1%
CCNC(=S)N1CCc2cc(OC)c(OC)cc2C1COc1ccccc1OC (configuration not stated)	-13	5%	-10%	0%	18%	97%[activator]	1%
O=C(C[n+]1cc(Br)cc2ccccc21)c1ccc(F)cc1	80	4%	-7%	-2%	10µM*	-10%	1%
c1cncc(-c2nc3ccccc3[nH]2)c1	6	-11%&-14%	-1%	-9%&-10%	-3%	-16%&-15%	5%
CCCCN(Cc1cc2ccccc2[nH]c1=O)S(C)(=O)=O	36	4%	14%	1%	26%	-10%	-10%
Cc1cc(NC(=O)C2CC2)ncc1NC(=O)C12CC3CC(CC(C3)C1)C2	-32	?	5%	1%	-4%	-15%	-7%
Cc1ccc(S(=O)(=O)N2CCC3(CC2)OCCN3S(=O)(=O)c2c(C)cc(C)cc2C)cc1	4	-15%	-5%	.	10µM*	-32%	3%
CC(C)CNP(=S)(c1ccccc1)C(C)(C)C (configuration not stated)	-23	-1%	6%	2%	7%	-5%	-2%
CN(C)c1ccc(CN(C(=O)c2ccccc2Br)C2CCS(=O)(=O)C2)cc1 (configuration not stated)	-13	-7%	-4%	-4%	3%	26%	-5%
Cc1ccc(C2CC2c2n[nH]c(=S)n2-c2ccc(Cl)cc2)cc1 (configuration not stated)	2	?	10%	?	-9%	-28%	?
O=c1cc(N2CCC3(CC2)OCCO3)[nH]c(=O)n1C1CCCCC1	-7	-2%	-3%	0%	7%	-4%	-7%
CCn1cc(S(=O)(=O)N2CCCC2)cn1	28	-4%	-5%	-11%	-1%	18%	2%
O=C(CCC(=O)N1CCN(S(=O)(=O)c2ccc(Cl)cc2)CC1)Nc1ccc2ccccc2c1	33	-4%	3%	3%	?	44%	24%
CCOCCCNC(=O)C(NC(=O)c1cnccn1)c1ccc(C)cc1 (configuration not stated)	92	-12%	2%	-4%	?	1%	-1%
CCOC(=O)/C(=N\Nc1ccc(OC)cc1)c1csc(Nc2ccccc2)n1	-34	7%	-4%	-3%	1µM*	-36%	0%
O=C(O)c1[nH]c2ccccc2c1CC(=O)N1CCN(c2ccccc2)CC1	4	-6%	2%	3%	5%	-29%	-5%
COC(=O)c1ccc(NC(=O)COC(=O)C2=NN(c3ccccc3)C(=O)CC2)cc1	0	-12%	-9%	.	0%	-20%	-2%
COC(=O)c1ccc(NC(=O)COc2ccc([N+](=O)[O-])cc2)cc1	4	-3%	1%	-2%	-10%	-1%	5%
Cc1nnc(NC(=O)c2sc3nc(-c4cccs4)cc(C(F)(F)F)c3c2N)s1	-3	-9%	46%[activator]	5%	?	23%	-4%
CSc1nnc([C@H](Cc2c[nH]c3ccccc23)NC(=O)OC(C)(C)C)o1	15	0%	-12%	1%	-13%	24%	-16%
CN(CC(=O)Nc1ccc(F)c(F)c1F)C(=O)C1CC(=O)N(c2ccc3c(c2)OCCO3)C1 (configuration not stated)	-14	-21%	4%	.	-12%	-1%	-5%
COc1cccc(NC(=O)C2CCCN(S(C)(=O)=O)C2)c1 (configuration not stated)	25	?	12%	1%	11%	-4%	-9%
O=c1c2ccccc2ncn1Cc1ccc(Cl)c(Cl)c1	-6	-11%	-17%	-2%	-16%	-10%	-2%
CCCCN(C(=O)Cn1nnc2ccccc21)C(C(=O)NCCOC)c1cccs1 (configuration not stated)	16	-3%	21%	2%	24%	-11%	2%
CCOCCCNCC(=O)Nc1ccc(S(=O)(=O)NC(C)CC)cc1 (configuration not stated)	-1	8%	-19%	0%	4%	3%	15%
CC(C)OCCCn1c(SCc2ccccc2Cl)nc2c(sc3ccccc32)c1=O	10	9%	.	.	.	.	-2%
O=C(Nc1ccc(Br)cc1)c1csc(-c2ccncc2)n1	?	-7%	-14%	-2%	-18%	9%	2%
CN1C(=O)c2cccc(NC(=O)Cc3ccccc3)c2C1=O	-15	?	2%	0%	-29%	-10%	-1%
O=C(Nc1ccc2c(c1)OCO2)c1cccn(Cc2cccc(F)c2)c1=O	4	-9%	.	.	.	.	2%
CCc1c(C)nc2ncnn2c1Nc1ccc(C)c(C)c1	12	?	2%	9%	-9%	0%	-7%
CCN(c1ccccc1)S(=O)(=O)c1cc(C(=O)NCC(c2ccco2)N2CCCCC2)ccc1C (configuration not stated)	-19	.	-8%	.	?	40%	4%
Cc1cc(SCC(=O)NC2CC2)nc2ccccc12	91	.	9%	.	?	-15%	2%
Cc1nc(Oc2ccccc2)c2oc3ccccc3c2n1	?	-5%	4%	4%	?	87%[activator]	-5%
CCN(CC(=O)Nc1ccc(OC)cc1)CC(=O)Nc1sc2c(c1C(=O)OC)CCCC2	?	5%	62%[activator]	.	7.9µM*	64%[activator]	0%
Cc1csc2ncc(C(=O)Nc3ccccc3Cl)c(=O)n12	39	6%	-1%	2%	11%	-5%	2%
COc1ccc(CNC(=O)C2CCN(S(=O)(=O)c3ccc4c(ccn4C)c3)CC2)cc1	0	6%	.	.	.	.	6%
O=C(Nc1ccc(Cl)cc1Cl)c1ccc2c(=O)n3c(nc2c1)CCC3	37	-9%	0%	.	-21%	55%	1%
CCCNC(=O)NNC(=O)c1cc(-c2ccc3c(c2)OCO3)nc2ccccc12	39	1%	52%[activator]	-9%	?	-29%	0%
COCCCNC(=O)c1ccc(NC(=O)N2CCCCc3ccccc32)cc1	22	1%	.	.	.	.	-2%
COc1ccccc1CNC(=O)C1Cc2cc(S(=O)(=O)N3CCCC3)ccc2N1C(C)=O (configuration not stated)	-27	4%	9%	-2%	-2%	49%	0%
O=C(N/N=C/c1c(Cl)cccc1Cl)c1ccc(-n2cnnn2)cc1	-12	?	-4%	.	-6%	-21%	3%
Cc1ccc(CN2CC(C(=O)NCC(=O)Nc3c(C)cccc3C)CC2=O)cc1 (configuration not stated)	-10	4%	-16%	.	-13%	-1%	-7%
O=C1NC[C@@H](CCCCN2C[C@H](Cc3ccccc3)N(CCC3CCCCC3)C(=O)C2=O)N(CCc2ccc(O)cc2)C1=O	-13	.	-29%	.	.	.	-10%
CCc1cc2c(cc1-c1csc(C/C(N)=N/O)n1)C(C)(C)CCC2(C)C	-31	.	74%[activator]	.	.	.	2%
Cc1ccc(C(=O)NC(C)c2ccc(F)cc2)cc1 (configuration not stated)	?	1%	4%	-8%	-4%	-8%	-1%
O=C(CNS(=O)(=O)Cc1ccccc1)NCc1ccccc1	-21	-5%	-10%	-1%	8%	-15%	-19%
Fc1cnc(N/N=C/c2ccc(-c3ccc(Br)cc3)o2)nc1N1CCOCC1	5	2%	24%	1%	16%	34%	-2%
CCN(CCCn1c(=S)[nH]c2ncccc2c1=O)c1ccccc1	-2	6%	24%	0%	13%	-19%	-6%
CCC(CC)C(=O)c1c[nH]c(C(=O)NCCc2ccccn2)c1	-13	2%	5%	1%	6%	85%[activator]	-6%
O=C1COc2cc(S(=O)(=O)CCC(=O)NC3CCCCC3)c(Cl)cc2N1	-16	7%	.	.	.	.	3%
CCn1c(N2CCN(C(=O)C34CC5CC(CC(C5)C3)C4)CC2)nc2ccccc21	.	1%	23%	4%	-16%	40%	3%
CSc1ccc(CCNC(=O)CN2C(=O)COc3ccc(S(=O)(=O)N4CCCC4)cc32)cc1	-23	-12%	.	.	.	.	3%

Quoted at random: two records from the list.
SMILES	HCMV inh	AmpC inh detg	AMA1 RON2 block	LmPK inhibitor	HCV inhibitor	AmpC no deterg	Tb PYK inh
Cc1csc2ncc(C(=O)Nc3ccccc3Cl)c(=O)n12	39	6%	-1%	2%	11%	-5%	2%
CCn1c(N2CCN(C(=O)C34CC5CC(CC(C5)C3)C4)CC2)nc2ccccc21	.	1%	23%	4%	-16%	40%	3%

The list goes on.
SMILES	HCMV inh	AmpC inh detg	AMA1 RON2 block	LmPK inhibitor	HCV inhibitor	AmpC no deterg	Tb PYK inh
O=C(COc1coc(CN2CCc3ccccc32)cc1=O)Nc1ccccc1	6	?	14%	.	-9%	-4%	-1%
Cc1ccc(Cn2cc(SCC(=O)Nc3nccs3)c3ccccc32)cc1	68	?	15%	2%	-10%	-50%	4%
CCN(CC)CCCNC(=O)CCCn1ncn2c(cc3occc32)c1=O	12	22%	.	.	.	.	-2%
CCOc1ccc(S(=O)(=O)N2CCCC(C(=O)NCC3CCCO3)C2)cc1 (configuration not stated)	-14	-1%	0%	-6%	-1%	278%	-10%
COC(=O)c1ccccc1Nc1ccnc(Cl)n1	-25	.	-12%	.	12%	.	0%

Compounds above that contain an aryl thioether with sulfur outside any ring:
SMILES	HCMV inh	AmpC inh detg	AMA1 RON2 block	LmPK inhibitor	HCV inhibitor	AmpC no deterg	Tb PYK inh
C=CCNC(=O)c1c(CSc2ccccc2)noc1C(=O)NCc1ccccc1	-2	-1%	18%	11%	-22%	-29%	-1%
CSc1nnc([C@H](Cc2c[nH]c3ccccc23)NC(=O)OC(C)(C)C)o1	15	0%	-12%	1%	-13%	24%	-16%
CC(C)OCCCn1c(SCc2ccccc2Cl)nc2c(sc3ccccc32)c1=O	10	9%	.	.	.	.	-2%
Cc1cc(SCC(=O)NC2CC2)nc2ccccc12	91	.	9%	.	?	-15%	2%
CSc1ccc(CCNC(=O)CN2C(=O)COc3ccc(S(=O)(=O)N4CCCC4)cc32)cc1	-23	-12%	.	.	.	.	3%
Cc1ccc(Cn2cc(SCC(=O)Nc3nccs3)c3ccccc32)cc1	68	?	15%	2%	-10%	-50%	4%
